Phagocytosis inh – blocks phagocytosis by macrophages. J774A.1 macrophage IgG-bead phagocytosis, imaging. inhibition, % at 5 µM. hit rate 0.07% among 110,000;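 active = inhibition above the mean of the plate negative controls plus 5 SD, cut at about 13% in these data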;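 also: phagocytic index as fraction of beads internalized from green versus red external bead signal; plate controls were DMSO negative control for no effect and cytochalasin-D positive control for full effect; some results beyond the cut were filed as inactive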
Numbers without * were called inactive.

Phagocytosis inh,Compound
0,Cc1sc2nc(CN(CCc3ccccc3)C(=O)c3ccco3)[nH]c(=O)c2c1C
1,Cc1cc(C)c2[nH]c(=O)c(C(c3nnnn3C3CCCC3)N3CCOCC3)cc2c1 (stereo not given)
-1,Cc1nn(-c2ccccc2)c2sc(C(=O)n3cccn3)cc12
1,CCCn1c(=O)c2ccccc2n2c(SCC(=O)c3cc(C)n(CC4CCCO4)c3C)nnc12 (stereo not given)
0,CCOC(=O)c1cnn(-c2ncnc3c2oc2ccccc23)c1N
0,Cc1nc(C)c(C(=O)C2=C(O)C(=O)N(CCCN(C)C)C2c2ccco2)s1 (stereo not given)
-2,CCOc1ccc(OCC)c(NC(=O)CSc2nc3c(c(=O)n(C)c(=O)n3C)n2C)c1
0,COc1ccc(N2CCCn3c2nc2c3c(=O)n(CCN3CCOCC3)c(=O)n2C)cc1
-2,CCCn1c(=O)c2ccccc2n2c(SCC(=O)Nc3cc(C)on3)nnc12
-1,CCOC(=O)c1sc(NCCNc2nc(C)c(C(=O)OCC)s2)nc1C
0,CCC1CCCCN1Cc1nc2c(c(=O)n(C)c(=O)n2C)n1CCCc1ccccc1 (stereo not given)
3,Cc1cc(N2CCCC2)n2nc(C)c(-c3ccccc3)c2n1
-1,O=c1[nH]c2c(cc1CNCCN1CCOCC1)c(-c1cccc(F)c1)nn2-c1ccccc1
0,NC(=O)CN1CCOCCN(CC(N)=O)CCOCC1
0,Cc1onc(-c2ccccc2Cl)c1C(=O)Nc1cnn(Cc2ccccc2)c1
0,CC(C)CNC(=O)c1c(N)n(/N=C/c2cccnc2)c2nc3ccccc3nc12
0,CCn1c(SCC(=O)Nc2cc(C)on2)nc2sc(C)c(C)c2c1=O
0,CCCCn1c(SCn2nnc3ccccc3c2=O)nc2cc(C(=O)OC)ccc2c1=O
-1,CCOc1ccc(C2/C(=C(/O)c3ccc(Cl)cc3)C(=O)C(=O)N2CCCN(C)C)cc1OC (stereo not given)
0,CCC(C)(C)n1nnnc1C(c1cccc(C#N)c1)N1CCN(c2cc(C)ccc2C)CC1 (stereo not given)
1,c1cncc(-c2nc3cc(Cc4ccc5oc(-c6cccnc6)nc5c4)ccc3o2)c1
0,O=C1C2C3c4ccccc4C(c4ccccc43)C2C(=O)N1Cc1ccco1 (stereo not given)
-1,CCOC(=O)N1CCC(NC(=O)c2cnn3c(C(F)(F)F)cc(-c4cccc(OC)c4)nc23)CC1
-1,COCCCn1c2nc3ccccc3nc2c2c(=O)n(Cc3ccc(Cl)cc3)c(C)nc21
-1,COCCCn1c2nc3ccccc3nc2c2c(=O)n(Cc3ccccc3Cl)cnc21
-1,COc1ccc(-c2nnc3sc(-c4ccccc4OC)nn23)cc1
-1,COc1cc(C(=O)Nc2c(-c3ccccn3)c(=O)c3ccccc3n2C)cc(OC)c1OC
0,Cc1nnc(SCc2nnc(-c3ccc(Cl)cc3)o2)n1-c1ccccc1
-2,O=C(Nc1ccc(OC(F)(F)F)cc1)c1cnc2n(c1=O)CCS2
-1,CC(C)OC(=O)C(C#N)c1nc2ccccc2nc1N1CCN(Cc2ccc3c(c2)OCO3)CC1 (stereo not given)
1,CC1Cn2c(nnc2-c2ccc(F)cc2)S1 (stereo not given)
-2,CCc1ccc2nc(NC3=NCN(CCN4CCOCC4)CN3)nc(C)c2c1
0,CCOc1ccc2nc(NCCNC(=O)C3CC3)c(C)cc2c1
-1,CCOC(=O)c1cnc2ccc(Br)cc2c1NCC(C)O (stereo not given)
0,COCCn1c(-c2cc(OC)c(OC)c(OC)c2)nc2nc3ccccc3nc21
-1,Cc1nn(CC(=O)Nc2cccnc2N2CCOCC2)c(=O)c2ccccc12
3,CCn1c2ccccc2c2cc(NC(=O)C3CCN(S(=O)(=O)c4cccs4)CC3)ccc21
-1,O=C(Cn1[nH]c(=O)c2ccccc2c1=O)Nc1cccc(-c2nnc3n2CCCCC3)c1
0,COCCn1nnnc1C1(N(Cc2cc3cc(C)ccc3[nH]c2=O)CC2CCCO2)CCN(C)CC1 (stereo not given)
0,O=C(O)[C@@H]1CSC2(CCSC2)N1 (stereo not given in full)

Rewritten bar-delimited: 2 of the compounds above
SMILES | Phagocytosis inh
COCCn1nnnc1C1(N(Cc2cc3cc(C)ccc3[nH]c2=O)CC2CCCO2)CCN(C)CC1 (stereo not given) | 0
CCCn1c(=O)c2ccccc2n2c(SCC(=O)Nc3cc(C)on3)nnc12 | -2

Further entries follow.
Phagocytosis inh,Compound
-1,Cc1cnc(-c2nnc(N(C)C(=O)c3ccccn3)s2)cn1
0,Cc1ccc(N2CCCn3c2nc2c3c(=O)n(CCN3CCOCC3)c(=O)n2C)cc1
0,O=C(CSc1ncnc2c1oc1ccccc12)N1CCc2ccccc2C1
0,Cc1c(N=CC=Nc2c(C)n(C)n(-c3ccccc3)c2=O)c(=O)n(-c2ccccc2)n1C
-1,Cn1c(-n2c(CCN3C(=O)c4ccccc4C3=O)nc3ccccc3c2=O)nc2ccccc21
0,Nc1ccc2ncccc2c1N
-1,Cc1ccc(Cl)cc1N1CCN(Cc2nc3c(c(=O)[nH]c(=O)n3C)n2Cc2ccccc2F)CC1
0,Cn1c(=O)c2c(nc(CN3CCC(C(N)=O)CC3)n2Cc2ccccc2Cl)n(C)c1=O
-1,Cc1ccc(-n2ncc3c(NCCCn4ccnc4)ncnc32)c(C)c1
-2,CCOC(=O)N1CCN(c2nc(SC)nc3sc4c(c23)CC(C)(C)OC4)CC1
-2,Cc1cc(=O)oc2c1c(C)nn2-c1ccc(C(=O)OC(C)C)cc1
-1,CCn1cc(C(=O)Nc2ccc(C(=O)N3CCCC3)cc2)c(=O)c2ccc(C)nc21
-1,CCCCn1c(SCc2cc(=O)n3ccsc3n2)nc2cc(C(=O)OC)ccc2c1=O
-1,Cc1nccn1CC(=O)O
-1,CC(=O)Cc1nsc(NC(=O)c2ccc(-c3ccc(Cl)c(C(F)(F)F)c3)o2)n1
-2,CCOC(=O)C(C)Sc1nc(-c2ccc(OC)cc2)nc2c1c(=O)n(C)c(=O)n2C (stereo not given)
0,Cc1cc(C)c2c(n1)nn1c(N3CCN(c4ccccn4)CC3)cc(C)nc21
0,CN(C)CCCN1C(=O)C(=O)/C(=C(/O)c2ccc3c(c2)OCCO3)C1c1ccco1 (stereo not given)
0,Cc1c(C(=O)Nc2ccccc2N2CCOCC2)sc2nc3n(c(=O)c12)CCC3
0,c1ccc(Cn2ncc3c2ncn2c(-c4ccncc4)nnc32)cc1

Fetched by structure from above, 2 records:
Phagocytosis inh,Compound
-1,Cc1cnc(-c2nnc(N(C)C(=O)c3ccccn3)s2)cn1
-1,Cc1ccc(-n2ncc3c(NCCCn4ccnc4)ncnc32)c(C)c1

Remaining list, next part
Phagocytosis inh,Compound
-1,CCOc1cccc(-c2nnc3sc(-c4ccc(C)cc4)nn23)c1
3,CCN(CC)CCCN1C(=O)C(O)=C(C(=O)c2sc(C)nc2C)C1c1ccc(C)o1 (stereo not given)
0,Cc1ccc2nc(NC3=NCN(Cc4cccnc4)CN3)nc(C)c2c1
0,O=C(CSc1ccc2nnc(-c3cccnc3)n2n1)N1CCc2ccccc21
0,COc1cccc2cc(C(=O)C3=C(O)C(=O)N(CCCN(C)C)C3c3ccncc3)oc12 (stereo not given)
-2,CC1(C)CC(=O)C=C(N2CCN(C3=CC(=O)CC(C)(C)C3)CC2)C1
-1,O=[n+]1cc(-c2cc3ccccc3o2)n([O-])c2c1CCCC2
3,Cc1oc(C(=O)O)cc1COc1ccc2c3c(c(=O)oc2c1C)CCCC3
-2,COC(=O)c1c(NC(=O)c2nc3ncccn3n2)sc(C(=O)N(C)C)c1C
0,Cc1ccc(S(=O)(=O)N2CCN(C(=O)CCC(=O)N3CCc4ccccc43)CC2)cc1
-2,COc1ccc2c(c1)nc1n2CN(CC2CCCO2)CN1Cc1ccccc1 (stereo not given)
-1,CCc1ccccc1N(C(=O)CCC(=O)Nc1cc(C)on1)C(C(=O)NC1CCCC1)c1ccco1 (stereo not given)
-1,COc1cccc(-n2nnc3c(=O)n(Cc4cccc(C)c4)cnc32)c1
0,Cn1c2ccccc2c2nnc(SCN3C(=O)c4ccccc4C3=O)nc21
-1,CCOc1cc(N2CCOCC2)c(OCC)cc1NC(=O)c1nc2nccc(C)n2n1
0,CC1(C)Cc2c(sc3ncn4nnnc4c23)CO1
0,Clc1cccc(-c2nn3c(-c4cccc(Cl)c4)nnc3s2)c1
-2,Cc1ccc(C(c2nnnn2C(C)(C)C)N2CCc3ccccc3C2)cc1 (stereo not given)
1,C=CCn1cnc2c(c1=O)c1nc3ccccc3nc1n2/N=C/c1cccc(OC)c1OC
-2,Cc1ccc(-c2nnc(CSc3nnc4c5c(C)c(C)sc5nc(C(C)C)n34)o2)cc1
-1,CCCSc1nnc2n(Cc3ccccc3)c(=O)c3c4c(sc3n12)CCC4
-1,CC1CCN(c2nc3c(c(=O)n(C)c(=O)n3C)n2CCSc2ncccn2)CC1
6,Cc1nc(SCC(=O)c2c(C)[nH]c3ccccc23)c2c(=O)n(C)c(=O)n(CC(C)C)c2n1
2,Cc1ccc2nc3c(cc(C#N)c(=N)n3CC3CCCO3)c(=O)n2c1 (stereo not given)
0,C=C(C)Cn1c(=O)c2c(nc3n2CCN3c2cccc(Cl)c2C)n(C)c1=O
-4,Cc1cc(C)nc(SCCn2c(N3CCC(C)CC3)nc3c2c(=O)n(C)c(=O)n3C)n1
2,CCCN1CCC(N2CCN(c3ccccc3OC)CC2)CC1
-1,Cc1c(/C(O)=C2\C(=O)C(=O)N(CCCN(C)C)C2c2ccncc2)cnn1-c1ccccc1 (stereo not given)
2,CCOC(=O)c1sc2nc(-c3ccco3)c3c(c2c1N)CC(C)(C)OC3
0,Cc1cccn2c(=O)c3cc(C#N)c(=O)n(Cc4cccnc4)c3nc12
0,CC1=C(C)SC(=C(C#N)c2nnc(N3CCOCC3)n2-c2ccccc2)S1
0,CCCCSc1nc2c(c(=O)[nH]c(=O)n2C)n1CCc1ccccc1
-1,O=C1N=C(N2CCOCC2)S/C1=C1\C(=O)N(Cc2ccccc2)c2ccc(Br)cc21
-1,Cc1cc(C)c2[nH]c(=O)c(C(c3nnnn3Cc3ccc4c(c3)OCO4)N3CCCCC3)cc2c1 (stereo not given)
-1,COCCn1c(-c2cc(OC)c(OC)c(OC)c2)nc2oc3ccccc3c(=O)c2c1=O
-2,COC(=O)C1=C(N)Oc2cc(C)n(CCCn3ccnc3)c(=O)c2C1c1cccc(Cl)c1 (stereo not given)
-1,O=C1c2ccccc2C(=O)N1Cc1nc2ccccc2c(=O)n1Cc1ccco1
-1,C=C(C)Cn1c(C2CC(=O)N(Cc3ccccc3)C2)nc2ccccc21 (stereo not given)
-3,COc1cc2ccccc2cc1C(=O)Nc1ccc(N2CCN(C)CC2)cc1
-4,O=c1oc2c(CN3CCCCC3)c(O)ccc2cc1-c1nc2ccccc2[nH]1

Three of the entries above in order of the Phagocytosis inh value, falling:
Phagocytosis inh,Compound
2,CCCN1CCC(N2CCN(c3ccccc3OC)CC2)CC1
-2,COC(=O)C1=C(N)Oc2cc(C)n(CCCn3ccnc3)c(=O)c2C1c1cccc(Cl)c1 (stereo not given)
-3,COc1cc2ccccc2cc1C(=O)Nc1ccc(N2CCN(C)CC2)cc1

Carrying on:
Phagocytosis inh,Compound
2,Clc1ccc(N2CCN(c3ncnc4c3oc3ccccc34)CC2)cc1
-1,CSc1nc2sc3c(c2c2nnnn12)CCC3
0,O=C1CCCN1CC(CN1CCOCC1)Sc1nc2ccccc2c(=O)n1-c1ccccc1 (stereo not given)
0,Cc1cc(C)nc(/N=C/c2c(O)n(C)c(=O)n(C)c2=O)n1
1,Cn1c(SCC(=O)Nc2cc(=O)n(C)c(=O)n2C)nnc1C12CC3CC(CC(C3)C1)C2
-1,Cc1ccc2oc3c(c(=O)c2c1)C(c1cccc(Cl)c1)N(CCCN1CCOCC1)C3=O (stereo not given)
-1,CC1CCN(S(=O)(=O)c2ccc(S(=O)(=O)N3CCN4CCCC4C3)cc2)CC1 (stereo not given)
-5,COc1ccc(S(=O)(=O)C(C#N)c2nc3ccccc3nc2N2CCC(C)CC2)cc1 (stereo not given)
0,COc1ccc(N2CCN(C(=O)CSc3ncnc4c3cnn4-c3ccc(OC)cc3)CC2)cc1
0,CCn1c(C)nc2cc(C(=O)n3cc(C(=O)c4cc(F)ccc4O)cn3)ccc21
0,CCn1c(SCC(=O)c2c(N)n(C)c(=O)n(C)c2=O)nc2sc(C)c(C)c2c1=O
0,Cc1nc2ccccc2c(=O)n1NC(=O)c1c(O)c2ccccc2n(C)c1=O
-1,O=C1CCCC2=C1C1(CCCC1)N=C(Nc1nc3ccccc3o1)N2
0,CCN(CC)c1ccc2cc(C(=O)Nc3ccc(-n4cnnn4)c(OC)c3)c(=O)oc2c1
0,CCN1CCN(C2CCN(C(C)=O)CC2)CC1
1,O=C1c2oc3ccc(F)cc3c(=O)c2C(c2ccncc2)N1CCN1CCOCC1 (stereo not given)
-1,COCCNC(=O)c1cc2c(=O)n3cccc(C)c3nc2n1C
0,N#C/C(C(=O)N1CCOCC1)=c1\s/c(=C/c2ccncc2)c(=O)n1-c1ccccc1
0,CC1CN(S(=O)(=O)c2cccc(-c3cn4cccnc4n3)c2)CC(C)O1 (stereo not given)
0,O=C(N1CCN(Cc2ccc3c(c2)OCO3)CC1)C12CC3CC(CC(C3)C1)C2

Reprinted from above (3 entries):
Phagocytosis inh,Compound
0,N#C/C(C(=O)N1CCOCC1)=c1\s/c(=C/c2ccncc2)c(=O)n1-c1ccccc1
0,CC1CN(S(=O)(=O)c2cccc(-c3cn4cccnc4n3)c2)CC(C)O1 (stereo not given)
0,O=C(N1CCN(Cc2ccc3c(c2)OCO3)CC1)C12CC3CC(CC(C3)C1)C2

Next structures.
Phagocytosis inh,Compound
0,O=C1c2ccccc2C(=O)N1Cc1nn2c(-c3ccc(Cl)cc3)nnc2s1
0,O=S(=O)(c1ccccc1)N1CCC(N2CCN(c3ccccc3)CC2)CC1
-1,O=c1c2c3nc4ccccc4nc3n(/N=C/c3cccs3)c2ncn1-c1ccccc1
2,Cc1nnc2n(Cc3ccccc3)c(=O)c3c4c(sc3n12)CCCC4

Bioassay records as filed in PubChem.

These rows are one share of the data; count on the stated rates, not on these rows.
